S1P3 antag: blocks the human S1P3 receptor; Q99500; CHO S1P3 NFAT-BLA reporter, FRET fluorescence, antagonist mode; inhibition, % at 4.98 µM; 170,000 compounds, 0.27% hits;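 active = inhibition above the plate cutoff, the mean inhibition of test wells on that plate plus 3 SD, cut at about 28% in these data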;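 also: cells challenged with S1P at its EC80 of 0.8 µM; blue over green emission ratio from cleaved BLA substrate after 4 h stimulation; 0% = S1P-stimulated wells and 100% = unstimulated DMSO-only wells; some compounds past the cut are filed as inactive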
Target sequence (Q99500 whole entry, looked up): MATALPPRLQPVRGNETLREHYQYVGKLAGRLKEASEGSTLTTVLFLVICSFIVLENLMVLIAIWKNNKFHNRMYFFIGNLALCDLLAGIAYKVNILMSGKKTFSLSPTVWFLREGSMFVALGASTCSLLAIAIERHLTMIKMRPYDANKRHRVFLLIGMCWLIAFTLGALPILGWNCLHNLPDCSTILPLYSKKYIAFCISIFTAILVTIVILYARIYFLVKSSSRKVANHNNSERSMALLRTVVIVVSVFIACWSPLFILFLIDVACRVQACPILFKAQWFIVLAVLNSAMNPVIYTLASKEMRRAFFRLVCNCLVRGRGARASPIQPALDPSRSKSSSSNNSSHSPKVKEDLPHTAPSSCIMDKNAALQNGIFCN
Numbers without * were called inactive. Some of the compounds tested; rates above refer to the full screens.

S1P3 antag,mol
-2.2,CCn1c(=O)c2cc(C(=O)N(C)c3cc(C)ccc3OC)sc2c2ccccc21
-5.8,Cc1oc(S(=O)(=O)N(C)C)cc1C(=O)Nc1ccc(F)cc1
-2.4,O=C1C(C2=NC(c3ccccn3)C3C(=O)N(c4ccc(OC(F)(F)F)cc4)C(=O)C23)=C(O)c2ccccc21 (stereo not given)
12.1,CC(C)(C)OC(=O)NCCCCCc1nnc(SCc2cccc(F)c2)o1
-0.1,C=CCc1cc(Cl)ccc1OC(=O)Nc1cccc(Cl)c1
-0.9,CC1(C)CCc2cc(-c3ccnc(=S)[nH]3)ccc2O1
-16.1,CC(C)Cc1nnc(NC(=O)c2cc(-c3ccncc3)nc3ccccc23)s1
-1.7,CCn1c(NC(=O)c2ccccc2)nc2ccccc21
-13.3,Cn1cnc([N+](=O)[O-])c1Sc1ncnc2nc[nH]c12
-7.3,O=C(/C=C/c1cccnc1)c1cc(F)ccc1O
-18.7,CCc1c(C)sc(NC(=S)N2CCN(S(C)(=O)=O)CC2)c1C(=O)OC
7.3,COc1ccc2no[n+]([O-])c2c1
-8.4,C=CCN=c1scc(-c2ccco2)n1/N=C/c1ccc(O)c(O)c1O
-8.6,COc1ccc(S(=O)(=O)N2CCC(N3CCN(c4ccccc4OC)CC3)CC2)cc1
6.8,Cc1ccc(Cn2c(N/N=C/c3ccncc3)nc3c2c(=O)n(C)c(=O)n3C)cc1
0.9,CCCCC#Cc1cncc(C(=O)N/N=C/c2cccc(OC)c2)c1
-0.6,CCCCC(=O)Nc1ccc(NC(=S)NC(=O)c2ccco2)cc1OC
10.4,Cc1ccc(S(=O)(=O)N2CCCN(c3nccc(C(F)(F)F)n3)CC2)cc1
6.9,Cc1c(NC(=O)c2cc(-c3ccc(O)cc3)on2)c(=O)n(-c2ccccc2)n1C
-8.2,O=C1C(=O)c2ccccc2C([O-])=C1[n+]1ccccc1

Brought forward from above: 6 compounds; new compounds follow.
S1P3 antag,mol
6.8,Cc1ccc(Cn2c(N/N=C/c3ccncc3)nc3c2c(=O)n(C)c(=O)n3C)cc1
0.9,CCCCC#Cc1cncc(C(=O)N/N=C/c2cccc(OC)c2)c1
-0.6,CCCCC(=O)Nc1ccc(NC(=S)NC(=O)c2ccco2)cc1OC
10.4,Cc1ccc(S(=O)(=O)N2CCCN(c3nccc(C(F)(F)F)n3)CC2)cc1
6.9,Cc1c(NC(=O)c2cc(-c3ccc(O)cc3)on2)c(=O)n(-c2ccccc2)n1C
-8.2,O=C1C(=O)c2ccccc2C([O-])=C1[n+]1ccccc1
10.7,Cc1oc(C(C)(C)C)cc1-c1cc(NC(=O)c2ccc([N+](=O)[O-])cc2)n[nH]1
-16.1,NC(=O)NC(=O)COC(=O)c1cccnc1Nc1ccccc1F
1.9,Cc1onc(-c2ccccc2)c1C(=O)c1ccccc1
3.6,CCOC(=O)C(=CNc1ccc(Cl)cn1)C(=O)OCC
-14.0,Cn1cc(CCNCc2cn[nH]c2-c2ccc(-c3ccccc3)cc2)cn1
-10.8,CCCCn1ccnc1C(=O)c1ccc(S(=O)(=O)N2CCCC2)cc1
-9.2,O=c1[nH]c2ccc(NC(=S)Nc3ccc(F)cc3)cc2[nH]1
0.6,O=C(COC(=O)c1cc(S(=O)(=O)NCc2ccccc2)ccc1O)c1cc2ccccc2o1
8.8,O=c1cc(/N=C/c2coc3cc(Br)ccc3c2=O)[nH]c(=S)[nH]1
-10.0,O=C(CNS(=O)(=O)c1ccccc1)NCC(=O)OCc1ccc(Cl)cc1
-0.4,CC(C(=O)N1CCN=C1c1ccccc1)N1C(=O)c2ccccc2C1=O (stereo not given)
4.2,Nc1c(C(=O)N2CCOCC2)sc2nc(N3CCOCC3)c3c(c12)CCCC3
-3.4,O=C(O)C(Cc1cc(Cl)ccc1Cl)Sc1nc2ccccc2[nH]1 (stereo not given)
2.3,CSc1nc2ncnc(N)c2[nH]1
3.2,O=S(=O)(NC1CC1)c1ccc(S(=O)(=O)N(Cc2ccccn2)C2CC2)cc1
1.2,COc1ccc(Cc2nnc(Nc3c(C)cccc3C)o2)cc1OC
10.0,O=C1CCCC/C1=N\Nc1ccc(C2CCCCC2)cc1
3.6,CCC(C)NC(=S)Nc1ccc(F)cc1 (stereo not given)
-8.2,CS(=O)(=O)N1CCC(C(=O)NCc2ccc(Cl)cc2)CC1
-7.1,Oc1c(/C=C/C=C/C=Nc2ccccc2)sc(=S)n1Cc1ccccc1
-2.2,CCCCN1CCNC1=S
13.2,CCN1CCN(c2oc(-c3ccco3)nc2C#N)CC1
0.0,COc1cc(/C=N/NC(=O)c2ccc(CN3C(=O)c4cccc5cccc3c45)cc2)cc(OC)c1O
-47.1,CN(C)S(=O)(=O)c1cccc(-c2nnc3n2CCCCC3)c1
9.4,c1ccc(CCNc2nc(-c3ccncc3)nc3ccccc23)cc1
2.2,COP(=O)(OC)C(NC(=O)Nc1ccccc1)c1ccccc1 (stereo not given)
-8.5,Cc1nc2sc(C(N)=O)c(N)c2c2c1CCCC2
-7.1,CC1CCC/C(=C\Nc2ccc(C(=O)O)c(O)c2)C1=O (stereo not given)
1.9,CCCc1n[nH]c2c1/C(=N\OCC)CC(C)(C)C2
4.2,CC(=O)C1C(c2ccc([N+](=O)[O-])cc2)c2c(noc2C)CC1(C)O (stereo not given)
4.6,CCN(CC)S(=O)(=O)c1ccc(NC(=O)c2ccc(Cl)nc2)cc1
3.3,Cc1cc(-c2n[nH]c(=S)n2/N=C/c2ccco2)n[nH]1
-6.0,Cc1onc(-c2ccccc2)c1NC(=O)Nc1ccc(OC(F)F)cc1
-5.7,N=C(N)SCC1=CCS(=O)(=O)C1
-0.1,N/C(=N\S(=O)(=O)c1cc(C(F)(F)F)cc(C(F)(F)F)c1)c1ccc(Cl)cc1
-5.4,CN(C)S(=O)(=O)c1ccc(N)c([N+](=O)[O-])c1
-1.6,O=C1CCNc2c(Cl)cccc21
13.4,CCOC(=O)c1cc2c(=O)[nH]ccc2nc1C(F)(F)F
-2.6,Cc1cc(C)c2c(N)c(C(=O)c3ccccc3Cl)sc2n1
-4.0,CC1CCCN(Cc2nc3c(c(=O)n(C)c(=O)n3C)n2Cc2cccc3ccccc23)C1 (stereo not given)
5.8,CC(=O)c1ccc(OCC(O)CNCc2ccc3c(c2)OCO3)cc1 (stereo not given)
8.2,Cc1ccc(SCc2c(C(=O)N/N=C/c3ccccc3)nnn2-c2nonc2N)cc1
-20.5,COc1ccc(O)c(/C=N/N2CCOCC2)c1
-11.4,O=c1[nH]c(CSc2ncnc3sccc23)nc2cc(C(F)(F)F)ccc12
16.6,CCOP(=O)(OCC)C(Nc1ccccc1)c1ccccc1C(F)(F)F (stereo not given)
-1.3,COCCNC(=O)C1CCCN(S(=O)(=O)c2c(C)noc2/C=C/c2cccs2)C1 (stereo not given)
4.7,COc1cccc(/C=N/NC(=O)c2cnccn2)c1OC
6.2,O=c1c2c3c(sc2n2c(=S)[nH]nc2n1-c1ccccc1)CCC3
-4.1,CCCCNC(=O)CSc1nc(N)c(C(=O)Nc2ccc(OC)cc2)s1
-0.2,CCCc1nc2oc3ccccc3c(=O)c2c(=O)n1-c1ccc(C)cc1
-0.6,COc1cccc(/C=N/NC(=O)CSc2cccc3cccnc23)c1
-0.4,Cc1ccc(Nc2nc(N)nc(CN3CCN(Cc4ccccc4)CC3)n2)cc1Cl
-28.4,COC(=O)Cn1c(CN2CCN(c3ccccc3F)CC2)nc2c1c(=O)n(C)c(=O)n2C
-8.8,O=S(=O)(c1ccc(F)cc1)N1CCN(c2ncccn2)CC1
-15.9,COc1ccc(N/N=C/c2c(C(=O)O)ccc3ccccc23)cc1
4.0,O=C(Nc1cccc(S(=O)(=O)N2CCOCC2)c1)c1ccc2ccccc2n1
-3.0,O=C(NC1CCCCC1)c1cc2ccccc2cc1O
-1.3,CCOC(=O)Cn1c(=NC(=O)C2CC2)sc2c(C)cc(C)cc21
-5.1,COc1ccccc1NS(=O)(=O)c1cccc(-n2c(O)c(C=Nc3ccccc3C(=O)O)c3ccccc3c2=O)c1
6.1,Cn1nc(C(F)(F)F)c(-c2ccc(F)cc2)c1NC(=O)c1ccco1

Other records
S1P3 antag,mol
1.6,Cc1nc(-c2ccc(S(=O)(=O)NCc3cccnc3)s2)cs1
3.2,COc1ccc(C)c(-n2c(=O)n(Cc3ccccc3)c(=O)c3[nH]cnc32)c1
-13.3,O=C(N/N=C/C=C/c1ccco1)c1cnccn1
-19.5,CC(O)c1nc2c(c(=O)n(C)c(=O)n2C)n1C (stereo not given)
-2.8,CC(=O)N=c1c(C#N)cc2c(=O)n3ccccc3nc2n1CCCOC(C)C
1.7,O=C(CSc1nc2ccccc2n1CC(=O)N1CCCCC1)N1CCCCC1
7.6,O=C1OCC(CO)(CO)N=C1NNc1ccccc1[N+](=O)[O-]
-2.0,Cc1cc(C)c2[nH]c(O)c(N=NC3=NC(=O)CS3)c2c1
12.1,O=C(NC(Cc1c[nH]c2ccccc12)C(=O)O)/C(=C/c1ccc(F)cc1)NC(=O)c1ccccc1 (stereo not given)
-6.8,O=C(O)CC1(CC(=O)Nc2ccc3sccc3c2)CCCCC1
-16.3,COc1ccc(CCNC(=O)c2c([S-])n(-c3ccc(C)cc3)c3cccc[n+]23)cc1
-8.4,CN(C)S(=O)(=O)c1cccc(C(=O)NCC2(N3CCOCC3)CCCCC2)c1
-13.8,NC(=O)c1ccc(NC(=O)CCC(=O)N2CCN(S(=O)(=O)c3ccc(Cl)cc3)CC2)cc1
-32.4,O=C1C(=O)N(CCCn2ccnc2)C(c2cccnc2)/C1=C(/O)c1ccc(Cl)cc1 (stereo not given)
23.1,COc1ccc(N2CCN(C(c3ccccc3)c3sc4nc(C)nn4c3O)CC2)cc1 (stereo not given)
-3.8,CCn1cc(C(=O)O)c(=O)c2cnc(N3CCN(C(=S)Nc4ccc(F)cc4)CC3)nc21
-13.1,Cn1ncc2c(O/N=C(\N)c3ccc(C(C)(C)C)cc3)ncnc21
-0.4,COC(=O)c1ccc(/C=C/C(=O)O)cc1
-1.8,CCc1ccc(NC(=O)Cn2ncc3c4ccccc4n(C)c3c2=O)cc1
-7.3,O=C(O)C1Sc2[nH]c(=O)sc2C2c3cc(Br)ccc3OC(=O)C12 (stereo not given)

Of the compounds above, these have a nitro group on carbon:
S1P3 antag,mol
-13.3,Cn1cnc([N+](=O)[O-])c1Sc1ncnc2nc[nH]c12
10.7,Cc1oc(C(C)(C)C)cc1-c1cc(NC(=O)c2ccc([N+](=O)[O-])cc2)n[nH]1
4.2,CC(=O)C1C(c2ccc([N+](=O)[O-])cc2)c2c(noc2C)CC1(C)O (stereo not given)
-5.4,CN(C)S(=O)(=O)c1ccc(N)c([N+](=O)[O-])c1
7.6,O=C1OCC(CO)(CO)N=C1NNc1ccccc1[N+](=O)[O-]

Further structures
S1P3 antag,mol
-0.3,COc1ccccc1N1C(=S)N=C(Nc2c(C)cccc2C)C12CCCC2
-13.1,COc1ccc(NC(=O)c2nn(C)cc2[N+](=O)[O-])cc1
-9.9,Cc1ccc(OCCN2CCN(C(=O)CCC(=O)Nc3nnc(CC(C)C)s3)CC2)cc1
0.8,ON(Cc1c(F)cccc1Cl)Cc1c(F)cccc1Cl
-5.7,CC(C)(C)OC(=O)N1CCC(c2cc(=O)n3[nH]cc(C(=O)Nc4ccc(F)c(Cl)c4)c3n2)CC1
6.2,COCCCn1c(-c2cccs2)nc2nc3ccccc3nc21
-12.8,COC(=O)c1cccc(NC(=O)C(C)(C)C)c1
-6.4,CN(C)c1ccc(/C=N/NC(=O)c2ccn(C)n2)cc1
-12.1,COc1ccc(/C(C)=N/Nc2nc3ccccc3n3cnnc23)cc1OC
2.9,Cc1ccc(OCC(=O)O/N=C(\N)Cc2ccc([N+](=O)[O-])cc2)cc1C
0.1,Cc1nc2ccccc2c(=O)n1CCCN1CCOCC1
1.2,O=C(Nc1ccc(Cl)cn1)c1cc2c(s1)-c1ccccc1OC2
-7.6,CCCCNS(=O)(=O)c1ccc2nc(SCC(N)=O)[nH]c2c1
-8.9,CCOC(=O)c1cc(/C(C)=N/OC(=O)c2ccc(Cl)cc2)on1
1.9,O=C(O)c1cccc(NS(=O)(=O)c2ccc3c(c2)C(=O)c2ccccc2C3=O)c1
-6.3,Cc1ccc(N2C(=O)[C@@H]3[C@H](C2=O)[C@H]2C=CC=NN2[C@@H]3C(=O)Nc2ccccc2)cc1
-1.9,O=C(CSC1CS(=O)(=O)c2cc([N+](=O)[O-])ccc21)NNC(=O)c1ccccc1 (stereo not given)
4.6,O=C(OCC(O)COC(=O)c1cccnc1)c1cccnc1
-7.4,Nc1ccc(S(=O)(=O)N2CCCC2)cc1Cl
-1.7,CN(C)c1ccc(C(=O)NCc2ccc3c(c2)CCO3)cc1
10.9,Nn1c(SCc2cccc(F)c2)nnc1-c1ccncc1
10.7,CC1(C)Cc2c(c(N3CCOCC3)nc3sc(C(N)=O)c(N)c23)CO1
-11.7,O=c1c2[nH]c3ccc(F)cc3c2ncn1Cc1ccncc1
-6.1,CC(C)c1ccc(OCc2ccc(C(=O)O)o2)cc1
4.1,CC(=O)Oc1ccc(C(=O)Nc2cccc(-c3nnc(-c4ccco4)o3)c2)cc1
1.7,COC(=O)CSc1ncnc2scc(-c3ccccc3)c12
-2.1,CC(=O)Nc1ccc(-c2nnn(CC(=O)c3ccc(F)cc3)n2)cc1Cl
-8.0,COc1cccc(/C=N/NC(=O)Cn2nc([N+](=O)[O-])cc2C)c1
-6.5,C=CCCCCCCCCC(=O)NNC1CC(=O)N(c2ccccc2)C1=O (stereo not given)
-3.6,COc1ccc(CNC(=O)CSc2nc3cccnc3s2)cc1
4.9,CCCCC(O)(CCCC)C(=O)N/N=C(\C)c1ccc(Cl)cc1
8.9,O=C(O)/C=C\C(=O)NNC(=O)c1cc(-c2ccccc2)n[nH]1
-12.1,CCN(CC)Cc1cc(C(=O)O)c(-c2ccccc2)o1
4.2,O=C(O)COc1ccccc1/C=N/NC(=O)CSc1nc2ccccc2n1Cc1ccccc1Cl
4.8,O=C(N/C(=C/c1ccc(Cl)cc1)C(=O)N1CCCC1)c1ccccc1
-6.7,COc1cc(/C=C2\C(C)=C(C#N)c3nc(N)c(C#N)c(C)c32)ccc1OCC(=O)O
7.5,COc1ccc(C2c3ccsc3CCN2C(C)=O)cc1 (stereo not given)
0.8,CCOC(=O)c1ccccc1NC(=O)CN1CCC(n2nnc3cc(F)ccc32)CC1
-23.4,COC(=O)c1cnn(-c2ccccc2)c1C(OC)OC
